Source: PubChem BioAssay (National Center for Advancing Translational Sciences (NCATS))
LDHA block: blocks human lactate dehydrogenase A; activity change, % (values are at about 110 or 230 µM); AID 1347041; purified LDHA, NADH/diaphorase-resazurin fluorescence; hits give low values; actives 0.15% (n = 480,000); P00338; in the data active = activity change below about -30%; inconclusive = mostly about -25% to -30%;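 also: plate controls were DMSO wells for no effect and wells without enzyme for full effect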
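Human LDH5 at 2 nM final in Tris HCl pH 7.4 with 0.06 mM NADH and 0.2 mM pyruvate, reacted 5 minutes at room temperature. Remaining NADH coupled via diaphorase/resazurin; resorufin fluorescence read at 0 and 20 minutes, normalized to enzyme-free and DMSO wells.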
D1 ag: activates the human D1 dopamine receptor; AID 504660; P21728; HEK293 T-REx D1 cells, calcium flux, agonist mode; actives 1% (n = 360,000); activation, % at 2 µM; in the data active = activation above about 30%; also: 0% is about no effect
Target sequence (P21728 whole entry, looked up): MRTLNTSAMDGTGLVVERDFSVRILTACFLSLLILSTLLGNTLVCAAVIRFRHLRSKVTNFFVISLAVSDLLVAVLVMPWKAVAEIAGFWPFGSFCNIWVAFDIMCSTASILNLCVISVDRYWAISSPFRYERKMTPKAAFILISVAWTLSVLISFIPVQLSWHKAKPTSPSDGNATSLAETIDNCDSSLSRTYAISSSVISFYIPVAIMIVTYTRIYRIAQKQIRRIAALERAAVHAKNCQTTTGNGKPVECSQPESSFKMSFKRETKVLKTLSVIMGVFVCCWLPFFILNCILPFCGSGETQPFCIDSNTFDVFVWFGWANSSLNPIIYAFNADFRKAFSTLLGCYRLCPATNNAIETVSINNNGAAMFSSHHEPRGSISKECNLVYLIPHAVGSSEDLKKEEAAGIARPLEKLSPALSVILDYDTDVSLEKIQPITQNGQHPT
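Agonism was scored from calcium flux recorded over 180 s (1 read/s) after pintool compound addition, following a 10-cycle baseline. Cells were inducible force-coupled HEK293 TREx D1, plated overnight at 30 C and loaded with no-wash calcium dye.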
Vif-APOBEC3F blk: blocks the Vif interaction with APOBEC3F; HeLa A3F-eYFP + Vif (tagged APOBEC3F with the HIV-1 protein that degrades it), YFP fluorescence increase; Potency, µM (highest dose often 46.1 µM), without a hit: at the highest dose activity, negative = active; actives 0.2% (n = 390,000); also: potency is read from the fitted curve at half-maximal effect; % of control where 0% means no effect; nearly all actives have a fitted effect of over 65% in size
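Fluorescence increase (Ex 488/Em 500-530) after overnight compound treatment at 37 deg C flags inhibition of Vif-driven A3F-eYFP loss in stable HeLa A3F-eYFP/Vif cells seeded overnight beforehand.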
RXFP1 agonist: activates the human relaxin receptor RXFP1; Q9HBX9; HEK293T-RXFP1 cAMP TR-FRET, 30 min; response scale: percent of porcine relaxin response, buffer zero; Potency, µM (doses to about 57.5 µM), for inactives: at the highest dose activation, actives largely listed as activators; actives 0.3% (n = 370,000); AID 2676; also: potency is read from the fitted curve at half-maximal effect; % is scaled to controls: 0 for no effect and ±100 for the full control effect; nearly all actives have a fitted effect of over 60% in size; many of its hits are not listed in these tables
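HEK293T cells stably expressing RXFP1 were pretreated with the PDE4 inhibitor Ro 20174, exposed to compounds for 30 min at 37C, lysed, and cAMP was read by TR-FRET. Data normalized to buffer (basal) and 29 nM porcine relaxin (100%).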
D1 PAM: enhances dopamine response at the human D1 receptor. P21728. potentiation, % at 10 µM. HEK293 TREx D1 cells, calcium flux, dopamine EC20 potentiation. actives 0.036% (n = 360,000); in the data active = potentiation above about 30%; also: 0% is about no effect
Vif-APOBEC3G blk: inhibitors of Vif-APOBEC3G interaction | AID 602310 | Potency, µM (top dose mostly 46.1 µM), for inactives: top-dose activity, negative = active, usual class: inhibitors | Q9HC16 | actives 0.076% (n = 410,000) | HeLa A3G-eYFP + Vif (tagged APOBEC3G with the HIV-1 protein that degrades it), YFP fluorescence, overnight;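 also: potency is read from the fitted curve at half-maximal effect; % is scaled to controls: 0 for no effect and ±100 for the full control effect; nearly all actives have a fitted effect of over 60% in size; hits raise eYFP signal because A3G escapes Vif-driven loss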
Target sequence (Q9HC16 whole entry, looked up): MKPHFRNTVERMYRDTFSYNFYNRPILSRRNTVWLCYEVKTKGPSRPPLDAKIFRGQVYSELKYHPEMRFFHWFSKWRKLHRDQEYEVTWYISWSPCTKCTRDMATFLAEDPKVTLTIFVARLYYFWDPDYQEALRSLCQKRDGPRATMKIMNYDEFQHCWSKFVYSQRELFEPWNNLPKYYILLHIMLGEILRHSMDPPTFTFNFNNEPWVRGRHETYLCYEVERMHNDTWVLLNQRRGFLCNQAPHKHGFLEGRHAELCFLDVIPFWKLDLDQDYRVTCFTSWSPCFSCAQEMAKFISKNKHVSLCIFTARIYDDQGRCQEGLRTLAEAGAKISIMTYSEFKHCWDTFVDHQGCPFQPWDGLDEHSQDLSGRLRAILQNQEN
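Read-out is eYFP fluorescence (Ex 488/Em 500-530) from Vif-expressing HeLa A3G-eYFP cells; more signal means A3G escaped Vif-mediated degradation. Cells plated overnight, compound pinned in, incubated overnight at 37 deg C.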
D2 potentiator: positively modulates the human D2 dopamine receptor allosterically. potentiation, % at 10 µM. HEK293 T-REx D2, calcium flux, EC20 dopamine potentiation. P14416. actives 0.34% (n = 340,000);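 active = potentiation over 3 SD above the plate norm, cut at about 30% in these data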; also: 0% is about no effect
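Tetracycline-induced HEK293 T-REx cells force-coupled to calcium signalling expressed D2; compounds were pin-added after a 10 s baseline, read kinetically 180 s, then an EC20 dopamine challenge followed with a further 180 s calcium read.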
D1 antag: human D1 dopamine receptor antagonism. P21728. HEK293 TREx D1 cells, calcium flux, dopamine EC80; hits give low values. activity change, negative = inhibition, % at 10 µM. actives 3.2% (n = 360,000); in the data active = activity change below about -30%; also: % is scaled to controls: 0 for no effect and ±100 for the full control effect
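Antagonism measured as reduced calcium response to an EC80 dopamine addition following 180 s compound pre-read; cells were inducible HEK293 Trex D1 plated overnight at 30 C, read kinetically at 1 cycle/sec.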
GRP78 ERSR act: inducers of ER stress response in human glioma cells; U87-MG GRP78 promoter luciferase reporter, 16 h; Potency, µM, inactives show at the top dose activation, actives largely listed as activators; actives 0.02% (n = 420,000); also: potency is read from the fitted curve at half-maximal effect; series mostly up to about 76 µM; % of control where 0% means no effect; nearly all actives have a fitted effect of over 35% in size
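Stably transfected U87-MG glioma cells carrying a GRP78-based luciferase sensor; 16 h compound incubation. Luminescence end-point read 10 min after Bright-Glo addition at room temperature.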
An asterisk follows results filed as active; ? = inconclusive; . = not tested or not shown; & = joins results of further samples. Unless noted, calls follow the shape of the dose curve; as a rule, active = well fitted curve in the direction sought with a large enough effect; inconclusive = small, poorly fitted or top-dose-only effect, or another doubt; inactive = no such curve, though single readings can be large; an effect the other way counts as inactive or inconclusive. These rows are one share of the data; the hit share may differ from the screen's.

SMILES	LDHA block	D1 ag	Vif-APOBEC3F blk	RXFP1 agonist	D1 PAM	Vif-APOBEC3G blk	D2 potentiator	D1 antag	GRP78 ERSR act
O=C(O)c1ccc(-n2ccnc2)c([N+](=O)[O-])c1	-8	0	2%	1.3%	-4	0%	-4	-1	-5%
C/C(=N\NC(=S)NC(C)C)c1ccc(-n2ccnc2)cc1	-5	0	7%	0.7%	-2	-6%	0	.	-3%
COc1cc(CC(=O)O)ccc1OCc1ccccc1	-1	1	-9%	1.2%	-3	1%	3	-3	-5%
CC1(O)CC(C)(C)C(C#N)C(=O)N1 (configuration not stated)	-7	.	-2%	.	.	0%	.	.	-7%
C=CCn1c(SCC(=O)N(C)C2CCS(=O)(=O)C2)nnc1-c1ccncc1 (configuration not stated)	-8	1	-10%	1.1%	1	2%	-1	0	-4%
CCOC(=O)C1C(=O)OC2(CCCC2)C1C(=O)OCC (configuration not stated)	-9	1	0%	0.0%	0	-1%	-2	2	-5%
CC(C)(C)CC(=O)N1CCC(c2nc3c(nnn3Cc3c(F)cccc3Cl)c(=O)[nH]2)CC1	-5	2	2%	-0.1%	0	0%	6	0	-4%
O=C(NCC(=O)N(Cc1cccs1)C(C(=O)NC1CCCCC1)c1cccnc1)c1ccco1 (configuration not stated)	-5	0	2%	0.3%	0	10%	-2	-5	-1%
O=c1c(NCCc2ccc(Cl)cc2)c(-c2ccccc2)c1=O	-6	3	-5%	3.6%	0	0%	3	8	-2%
O=C(OCC(O)C(O)COC(=O)c1ccccc1)c1ccccc1 (configuration not stated)	-4	4	2%	0.6%	-4	0%	11	16	1%
Cc1ccc2oc3c(c(=O)c2c1)C(c1ccc(O)cc1)N(Cc1ccc2c(c1)OCO2)C3=O (configuration not stated)	-1	-1	-29%	0.0%	-5	-5%	3	0	0%
COC(=O)c1c(NC(=O)Cc2coc3ccc(C(C)C)cc23)sc2c1CCC2	-11	0	0%	0.3%	-1	-14%	2	11	-4%
COc1ccc(NC(=O)c2cc3c(=O)n(Cc4cccnc4)ccc3nc2C)c(OC)c1	-1	0	-6%	3.4%	-2	2%	-5	2	-3%
Cc1cc(Cl)ccc1OCc1n[nH]c(=S)n1C1CCCCC1	8	6	0%	-0.3%	5	-8%	-1	7	-11%
Cc1nnc(SCC(=O)Nc2nnc(SCc3cccc(Br)c3)s2)s1	-3	5	5%	1.3%	2	0%	11	-2	-1%
COc1ccc(OC)c2c1sc(=NC(=O)c1cccc(N3C(=O)CCC3=O)c1)n2C	1	-2	1%	15%	-7	-2%	-2	6	-3%
CN(C)C(=S)Nc1ccc2ccccc2c1	3	2	-8%	-0.7%	-6	1%	10	-14	-1%
Cc1ccc(N=Cc2c(O)ccc3ccccc23)cc1F	27	4	1%	0.6%	-2	-10%	.	-3	-6%
COc1ccc(Cl)cc1N(CC(=O)N/N=C/c1ccc(OCC(N)=O)cc1)S(C)(=O)=O	-13	0	-2%	0.5%	5	-11%	-4	1	-3%
COc1ccc(S(=O)(=O)N2CCC(C(=O)NCCc3c[nH]c4ccccc34)CC2)cc1	-8	2	-4%	-0.7%	2	-2%	-2	-4	-1%
Cc1ncc(CN2CCN(CCc3ccccc3)C(CCO)C2)s1 (configuration not stated)	-3	2	-23%	2.3%	0	-2%	-12	-6	-3%
CN(CCc1ccccn1)C(=O)CCC1CCCN(C(=O)c2ccsc2)C1 (configuration not stated)	-3	2	-10%	0.7%	11	2%	1	-9	-4%
CN(C)CCCNCCCNC(=O)c1ccncc1	-2	1	-3%	0.2%	-4	0%	6	-11	-4%
Cc1cc(C)nc(SCCC(=O)N2CCOCC2)n1	-4	2	-8%	-2.3%	3	0%	-3	-2	-4%
COc1ccc(-c2ccc3nnc(SCC(=O)NCC4CCCO4)n3n2)cc1 (configuration not stated)	-2	0	5%	?	-1	-1%	-4	10	-1%

Brought forward from above: two compounds, then new ones.
SMILES	LDHA block	D1 ag	Vif-APOBEC3F blk	RXFP1 agonist	D1 PAM	Vif-APOBEC3G blk	D2 potentiator	D1 antag	GRP78 ERSR act
Cc1cc(C)nc(SCCC(=O)N2CCOCC2)n1	-4	2	-8%	-2.3%	3	0%	-3	-2	-4%
COc1ccc(-c2ccc3nnc(SCC(=O)NCC4CCCO4)n3n2)cc1 (configuration not stated)	-2	0	5%	?	-1	-1%	-4	10	-1%
CN1CCN(C(=O)C2=C[C@H](c3ccccc3)C[C@H](OCc3ccc(CO)cc3)O2)CC1	-4	-3	6%	1.1%	1	5%	-5	-3	-6%
CCCc1nnc(NC(=O)OCC)s1	-13	0	-4%	-0.2%	-4	0%	4	4	1%
COCC1CCN(C(=O)c2cc(COc3ccc(F)cc3Cl)on2)C1 (configuration not stated)	-5	.	1%	.	.	-9%	.	.	4%
Cc1cc(=O)oc2cc(OCC(=O)NC3(C#N)CCCCC3)c(Cl)cc12	0&5	1	9%	3.4%	-6	-1%	-2	17	-2%
COC(=O)C1=C[C@@H](C(=O)OC)[C@@H]2C3=C(C(=O)[C@]2(C)NC(=O)c2ccccc2)[C@H](C)n2c(=O)n(C)c(=O)n2[C@@H]3C1	-4	.	-2%	.	.	0%	.	.	-1%
COc1ccc(N(C)S(=O)(=O)c2cccc(C(=O)Nc3ccc(N4CCOCC4)cc3)c2)cc1	4	6	-13%	0.6%	.	-2%	10	-10	-4%
Cc1ccc2oc(=O)n(CCNC(=O)Nc3ccccc3Cl)c2c1	9&-10	5	2%	-4.7%	2	3%	-2	-5	-2%
COC(=O)c1sc(NC(=O)C2CCCCC2C(=O)O)c(C(=O)OC)c1C (configuration not stated)	0	0	-4%	?	-1	0%	2	6	-9%
Cc1cc(C(C)(C)C)cc(S(=O)(=O)NCC(=O)O)c1C	2	-1	2%	0.8%	0	1%	15	20	-2%
Cc1cccn2c(=O)c(C(=O)NCCc3ccc(S(N)(=O)=O)cc3)c(O)nc12	4	0	2%	4.5%	0	3%	7	6	-4%
O=C(c1ccccc1Br)N(Cc1ccco1)Cc1ccco1	-10	1	5%	0.0%	-1	-5%	-5	4	-3%
CCOC(=O)CC(=O)c1sc2c(c1N)c(=O)[nH]c(=O)n2-c1ccc(OC)cc1	-1	1	1%	1.3%	-1	2%	7	6	-4%
CN(C)C(=O)CCC(=O)N1CCCC(N2CCN(c3cccc(C(F)(F)F)c3)CC2)C1 (configuration not stated)	-4	-1	-10%	1.2%	-7	1%	-17	8	-3%
COc1ccc(Cl)cc1NC(=O)CCS(=O)(=O)c1ccc(C)cc1	-2	1	11%	-1.6%	-6	-1%	0	-13	-2%
Cc1nc(-c2cccc(NC(=O)c3cc4cc(Br)ccc4oc3=O)c2)cs1	-4	0	-6%	2.0%	2	1%	-3	-5	4%
CC(=O)N1CCN(CC(=O)Nc2ccccc2Sc2ccccc2)CC1	-2	11	0%	1.3%	-4	-3%	5	-28	-5%
Cc1cc(NC(=O)CSc2nc(C3CC3)nc3sc4c(c23)CCC(C)C4)no1 (configuration not stated)	0	.	-5%	.	.	1%	.	.	-1%
Nn1c(SCc2cn3cc(Cl)ccc3n2)nnc1-c1ccncc1	-7	3	0%	13%	2	5%	6	4	-2%
O=C(CCC1CCN(C(=O)Cc2c(F)cccc2F)CC1)NC1CC1	2	0	3%	-0.5%	2	3%	1	13	-3%
Cc1cccc(S(=O)Cc2ccc(C(=O)NC3CCN(Cc4ccccc4)CC3)o2)c1 (configuration not stated)	-2	3	1%	1.5%	-3	-1%	-19	-10	-4%
COc1ccc(CC(=O)N(C)CC(=O)Nc2ccccc2SC)cc1	-1	-1	-7%	2.5%	-7	-2%	.	6	-2%
CC(C)C(=O)N=C1NC(=O)CS1	-3	2	0%	3.5%	-3	3%	-3	-3	-1%
COc1ccc(CNC(=O)c2ccc(C(C)(C)C)cc2)cc1	0	8	7%	0.6%	-7	-2%	5	-7	-2%
COc1cccc(-c2cc(C(=O)N3CCN(c4ccccc4OC)CC3)no2)c1	1&2	0&-3	-13%&2%	16%&-1.2%	7&2	2%&-4%	18	-3&0	-5%&-2%
COc1cccc(-c2[nH]c3c(c2-c2c(-n4cccc4)n(C)c(=O)[nH]c2=O)c(=O)[nH]c(=O)n3C)c1	-2	0	-3%	1.8%	1	-2%	-5	12	-1%

Next part.
SMILES	LDHA block	D1 ag	Vif-APOBEC3F blk	RXFP1 agonist	D1 PAM	Vif-APOBEC3G blk	D2 potentiator	D1 antag	GRP78 ERSR act
C=CCn1c(SCC(=O)Nc2ccc3c(c2)OCO3)nnc1-c1ccccc1OC	1	0	-2%	0.5%	-7	0%	-9	-4	-2%
Cc1cccc(C)c1Nc1sc(C(=O)c2ccccc2)c(N)c1C(=O)Nc1ccc(F)cc1	4	18	-20%	2.9%	2	-6%	-7	2	?
CCOc1cc(/C=C/c2cccc[n+]2C)ccc1OCC(=O)Nc1ccc(C)cc1	-14	1	-2%	4.3%	0	10%	-6	15	-4%
COc1ccc(-c2csc3ncnc(N4CCN(CCO)CC4)c23)cc1	2	0	7%	5.1%	-3	-7%	3	8	-4%
Cc1c(C)n(C)c2ccc(C(=O)NCCc3ccc(Cl)cc3)cc12	0	5	0%	3.1%	-4	7%	-5	-59*	-1%
CCc1ccccc1N1C(=O)C(Cl)=C(N2CCOCC2)C1=O	0	0	7%	-4.3%	-4	3%	-9	-15	-2%
CC(C)CCn1c(CN(C)Cc2ccccc2)nc2c1c(=O)n(C)c(=O)n2C	0&0	0	-8%	2.7%	-3	0%	-1	3	-2%
Cc1cccc(C)c1OCC(=O)Nc1ccc(N2CCOCC2)cc1	0	2	1%	1.5%	-3	0%	7	-18	-1%
Fc1ccc(-c2nc3n(n2)Cc2ccccc2-3)cc1	-4	0	-9%	0.4%	-1	1%	11	0	-10%
O=C1/C(=C/c2ccccn2)SC(=S)N1NS(=O)(=O)c1ccccc1	-11	0	-6%	-0.4%	3	-1%	.	-12	-3%
